B2AR arrestin: qHTS assay of beta-arrestin-biased ligands of beta2-adrenergic receptor. Beta-2 adrenergic receptor (Homo sapiens), P07550. beta-arrestin recruitment to beta2AR, cell-based reporter. Potency, µM (series often up to 46.1 µM), without a hit: at the top dose activation, usual class: activators. 0.02% of 330,000 active. AID 492947, 2010;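 note: potency is the fitted concentration of half-maximal effect; 0% = DMSO controls and full agonism = EC100 isoproterenol or metaproterenol; nearly all actives have a fitted effect of over 65% in size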
Giardia kill: Small Molecules that selectively kill Giardia lamblia: qHTS. Giardia lamblia trophozoite viability. activity change, % at 7.66 µM, hits read low. 0.15% of 340,000 active. AID 540267, 2011; in the data active = activity change below about -80%; inconclusive = between about -30% and that limit;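 note: parasites exposed to compound for two days anaerobically before the ATP read; % is set by controls: 0 for no effect and ±100 for the full control effect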
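Each well holds 100 Giardia trophozoites and compound. After two days (48 hrs) at 37 deg C in anaerobic conditions, ATP is quantified by luminescence.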
CXXC DNA block: qHTS Fluorescence Polarization Assay for Inhibitors of MLL CXXC domain - DNA interaction; Histone-lysine N-methyltransferase 2A (Homo sapiens), Q03164; MLL-CXXC / FITC-HOXA9 DNA fluorescence polarization; Potency, µM (top dose mostly 115 µM), for inactives: top-dose activity change, negative = inhibition, hits mostly inhibitors; 0.037% of 290,000 active; AID 2662, 2010; active = well fitted inhibition curve with a large enough effect in the polarisation, with a control signal flat, not every such curve was filed as active; inconclusive = small, poorly fitted or top-dose-only effect, or effect the other way, or a change in a side signal; inactive = no such curve, though single readings can be large or run the other way; the % refers to the polarisation; note: potency is the fitted concentration of half-maximal effect
Target sequence (Q03164 whole entry, looked up, the tested form may be a part): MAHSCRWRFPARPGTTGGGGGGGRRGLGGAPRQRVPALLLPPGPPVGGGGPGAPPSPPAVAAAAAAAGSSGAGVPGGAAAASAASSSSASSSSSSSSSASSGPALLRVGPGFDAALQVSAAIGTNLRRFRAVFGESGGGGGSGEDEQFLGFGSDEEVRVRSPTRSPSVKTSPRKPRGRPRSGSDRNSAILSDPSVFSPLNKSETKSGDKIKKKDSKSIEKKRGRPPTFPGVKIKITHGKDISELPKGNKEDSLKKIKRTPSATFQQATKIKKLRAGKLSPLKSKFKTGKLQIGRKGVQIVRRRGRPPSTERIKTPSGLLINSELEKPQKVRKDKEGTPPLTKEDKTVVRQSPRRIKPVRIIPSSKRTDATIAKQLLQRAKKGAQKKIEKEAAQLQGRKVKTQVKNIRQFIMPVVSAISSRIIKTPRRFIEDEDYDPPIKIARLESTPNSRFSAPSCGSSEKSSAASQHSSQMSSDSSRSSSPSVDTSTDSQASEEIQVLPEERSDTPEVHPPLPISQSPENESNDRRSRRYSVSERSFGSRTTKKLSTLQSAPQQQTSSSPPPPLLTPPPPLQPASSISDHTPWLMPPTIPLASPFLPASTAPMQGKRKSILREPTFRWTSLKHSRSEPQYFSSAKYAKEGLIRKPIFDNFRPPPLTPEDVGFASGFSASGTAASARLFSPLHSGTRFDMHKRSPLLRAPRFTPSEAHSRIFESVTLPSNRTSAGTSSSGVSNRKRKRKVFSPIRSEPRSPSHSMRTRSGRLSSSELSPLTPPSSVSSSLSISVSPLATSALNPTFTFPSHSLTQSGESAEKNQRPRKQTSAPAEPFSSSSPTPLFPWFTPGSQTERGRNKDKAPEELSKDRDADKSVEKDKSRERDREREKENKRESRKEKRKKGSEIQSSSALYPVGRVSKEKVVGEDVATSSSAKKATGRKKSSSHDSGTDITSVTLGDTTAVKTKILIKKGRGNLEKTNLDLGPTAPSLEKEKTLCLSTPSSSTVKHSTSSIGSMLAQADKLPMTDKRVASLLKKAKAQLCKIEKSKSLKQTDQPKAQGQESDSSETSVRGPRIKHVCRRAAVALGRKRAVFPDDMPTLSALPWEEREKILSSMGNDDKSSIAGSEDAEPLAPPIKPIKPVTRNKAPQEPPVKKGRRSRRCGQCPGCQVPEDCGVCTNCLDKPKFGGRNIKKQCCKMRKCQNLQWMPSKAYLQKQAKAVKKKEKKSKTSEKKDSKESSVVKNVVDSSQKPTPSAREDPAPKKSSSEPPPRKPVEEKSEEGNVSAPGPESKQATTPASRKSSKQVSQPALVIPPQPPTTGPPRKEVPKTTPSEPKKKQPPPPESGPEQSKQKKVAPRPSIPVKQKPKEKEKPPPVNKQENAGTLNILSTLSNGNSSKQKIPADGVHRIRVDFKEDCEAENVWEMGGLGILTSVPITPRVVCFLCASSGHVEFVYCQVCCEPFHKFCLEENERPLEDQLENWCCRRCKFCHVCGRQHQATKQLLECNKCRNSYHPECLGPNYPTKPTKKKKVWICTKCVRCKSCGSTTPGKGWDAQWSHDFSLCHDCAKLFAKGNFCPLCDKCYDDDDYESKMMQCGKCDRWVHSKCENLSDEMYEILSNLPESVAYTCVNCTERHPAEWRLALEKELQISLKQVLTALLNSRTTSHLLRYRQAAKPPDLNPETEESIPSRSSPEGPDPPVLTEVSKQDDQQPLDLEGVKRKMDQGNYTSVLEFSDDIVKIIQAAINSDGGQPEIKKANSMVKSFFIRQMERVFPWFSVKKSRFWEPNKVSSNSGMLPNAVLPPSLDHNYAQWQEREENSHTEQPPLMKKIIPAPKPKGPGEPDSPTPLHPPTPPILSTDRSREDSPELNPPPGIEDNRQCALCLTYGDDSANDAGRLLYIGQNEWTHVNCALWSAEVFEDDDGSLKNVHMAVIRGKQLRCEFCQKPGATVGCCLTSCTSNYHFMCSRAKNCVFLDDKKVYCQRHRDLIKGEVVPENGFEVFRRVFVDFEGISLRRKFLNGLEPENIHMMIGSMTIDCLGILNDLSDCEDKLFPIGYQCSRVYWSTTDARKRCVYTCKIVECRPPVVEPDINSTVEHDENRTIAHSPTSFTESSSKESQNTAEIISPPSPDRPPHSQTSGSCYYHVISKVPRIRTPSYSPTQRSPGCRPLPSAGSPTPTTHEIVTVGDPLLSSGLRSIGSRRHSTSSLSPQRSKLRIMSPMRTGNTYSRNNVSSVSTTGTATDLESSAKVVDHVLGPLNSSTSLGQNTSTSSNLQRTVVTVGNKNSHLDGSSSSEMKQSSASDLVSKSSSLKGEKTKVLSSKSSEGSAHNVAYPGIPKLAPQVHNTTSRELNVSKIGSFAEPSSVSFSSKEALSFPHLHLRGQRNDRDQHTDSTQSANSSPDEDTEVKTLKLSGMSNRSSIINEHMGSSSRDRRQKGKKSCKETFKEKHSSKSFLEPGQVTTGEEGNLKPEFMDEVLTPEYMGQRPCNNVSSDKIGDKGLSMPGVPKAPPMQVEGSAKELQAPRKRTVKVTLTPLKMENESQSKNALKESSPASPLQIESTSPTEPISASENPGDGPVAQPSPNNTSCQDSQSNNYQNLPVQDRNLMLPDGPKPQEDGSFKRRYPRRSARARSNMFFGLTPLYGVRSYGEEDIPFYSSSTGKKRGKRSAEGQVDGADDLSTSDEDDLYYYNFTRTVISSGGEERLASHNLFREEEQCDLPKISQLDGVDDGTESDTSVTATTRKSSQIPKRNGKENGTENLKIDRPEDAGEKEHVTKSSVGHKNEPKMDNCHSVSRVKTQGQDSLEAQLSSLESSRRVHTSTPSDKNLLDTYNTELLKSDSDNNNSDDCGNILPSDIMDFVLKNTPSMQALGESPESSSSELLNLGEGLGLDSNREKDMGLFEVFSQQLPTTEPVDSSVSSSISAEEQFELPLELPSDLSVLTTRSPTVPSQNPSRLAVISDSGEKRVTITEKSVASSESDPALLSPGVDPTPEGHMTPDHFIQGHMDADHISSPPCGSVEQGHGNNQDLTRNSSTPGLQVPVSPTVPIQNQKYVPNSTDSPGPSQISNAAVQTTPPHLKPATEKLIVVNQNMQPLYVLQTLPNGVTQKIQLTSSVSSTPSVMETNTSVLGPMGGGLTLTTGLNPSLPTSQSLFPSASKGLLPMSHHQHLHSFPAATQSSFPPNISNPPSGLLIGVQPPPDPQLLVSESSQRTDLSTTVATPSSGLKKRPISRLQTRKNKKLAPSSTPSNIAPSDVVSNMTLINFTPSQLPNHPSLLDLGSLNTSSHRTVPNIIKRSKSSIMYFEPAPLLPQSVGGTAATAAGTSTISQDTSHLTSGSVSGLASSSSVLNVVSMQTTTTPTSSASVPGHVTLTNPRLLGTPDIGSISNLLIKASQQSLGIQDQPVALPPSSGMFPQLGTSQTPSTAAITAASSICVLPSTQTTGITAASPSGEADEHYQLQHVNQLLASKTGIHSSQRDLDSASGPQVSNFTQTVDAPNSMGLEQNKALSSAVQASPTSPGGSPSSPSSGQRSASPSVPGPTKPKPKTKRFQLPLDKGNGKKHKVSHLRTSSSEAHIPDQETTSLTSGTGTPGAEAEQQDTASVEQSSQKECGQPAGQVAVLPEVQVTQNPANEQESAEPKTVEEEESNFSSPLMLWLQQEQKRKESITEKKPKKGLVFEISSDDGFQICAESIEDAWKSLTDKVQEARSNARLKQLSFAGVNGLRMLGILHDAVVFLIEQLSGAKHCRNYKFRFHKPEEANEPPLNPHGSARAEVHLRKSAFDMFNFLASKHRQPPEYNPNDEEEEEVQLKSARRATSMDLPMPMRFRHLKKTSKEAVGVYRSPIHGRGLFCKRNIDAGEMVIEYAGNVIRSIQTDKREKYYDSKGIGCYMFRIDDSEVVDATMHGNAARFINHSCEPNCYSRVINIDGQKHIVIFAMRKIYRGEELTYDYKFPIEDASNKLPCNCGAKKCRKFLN
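Steps: dispense CXXC domain solution (7 uM) → pin compounds or unlabeled HOX-A9 DNA control → 5 min ambient → add FLSN-HOX-A9 solution (50 nM) → spin → 30 min ambient → fluorescence polarization. Tris pH 7.5/NaCl/DTT/BSA buffer.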
Menin MLL FP TR: qHTS Assay for Inhibitors Targeting the Menin-MLL Interaction in MLL Related Leukemias: Competition With Texas Red Labeled MLL-derived Mutant Peptide; Potency, µM (series often up to 61.6 µM), without a hit: at the highest dose FP activity change, negative = inhibition, hits mostly inhibitors; Menin + Texas Red MLL mutant peptide, fluorescence polarization; 0.23% of 270,000 active; O00255; active = well fitted inhibition curve with a large enough effect in the polarisation, with a control signal flat, not every such curve was filed as active; inconclusive = small, poorly fitted or top-dose-only effect, or effect the other way, or a change in a side signal; inactive = no such curve, though single readings can be large or run the other way; the % refers to the polarisation; note: potency is the fitted concentration of half-maximal effect; % of control where 0% means no effect; many of its hits are not listed in these tables
PKM2 act: qHTS Assay for Activators of Human Muscle isoform 2 Pyruvate Kinase; Pyruvate kinase PKM (Homo sapiens), P14618; purified PKM2, Kinase-Glo ATP luminescence, activation; response scale: 0% is enzyme alone, no compound; Potency, µM (highest dose often 57.5 µM), without a hit: at the top dose activation, actives largely listed as activators; 0.34% of 260,000 active; AID 1631, 2009; note: potency is the fitted concentration of half-maximal effect; % is set by controls: 0 for no effect and ±100 for the full control effect; nearly all actives have a fitted effect of over 55% in size
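Purified hPK-M2 (>95% pure) converted ADP (0.1 mM final) to ATP with 0.5 mM PEP in 50 mM imidazole pH7.2, KCl, MgCl2, Tween 20, BSA; 1 h at room temperature. ATP detected by Kinase-Glo luminescence.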
GALK inh: qHTS Assay for Inhibitors of Human Galactokinase (GALK) | 0.007% of 270,000 active | AID 1868, 2009 | Potency, µM (series often up to 57.5 µM), for inactives: at the highest dose activity change, negative = inhibition, usual class: inhibitors | Purified GALK, Kinase-Glo residual ATP luminescence | P51570; note: potency is the fitted concentration of half-maximal effect; % is set by controls: 0 for no effect and ±100 for the full control effect
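5 nM enzyme, 35 uM ATP, 100 uM galactose, 20 mM HEPES pH8.0, 5 mM MgCl2; 1 h RT; residual ATP by Kinase-Glo Plus luminescence, qHTS format.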
KCNH2 WT inh: qHTS for Inhibitors of KCHN2 3.1: Wildtype qHTS | Voltage-gated inwardly rectifying potassium channel KCNH2 (Homo sapiens), Q12809 | U2OS, BacMam KCNH2, thallium flux FluxOr; stronger effect = lower value | activity change, % at 1.84 µM | 0.37% of 340,000 active | AID 720551, 2013;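 active = maximum activity change below -70%; inconclusive = maximum activity change between -70% and -50%; inactive = maximum activity change above -50%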; note: % is set by controls: 0 for no effect and ±100 for the full control effect
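U2OS cells were transduced with wild-type KCNH2 virus (2.03 x 10^8 / mL) for 4 h at room temperature, then cultured overnight at 37 C. Thallium flux was read with FluxOr dye. Rate constants were normalized to DMSO controls.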
TRPV1 agonist: HTS Assay for Compounds that Act as Agonists of the Vanilloid Receptor 1; Transient receptor potential cation channel subfamily V member 1 (Homo sapiens), Q8NER1; TRPV1-expressing cells, Fluo-8 calcium influx, agonist mode; activation, % at 8.33 µM; 0.19% of 320,000 active; AID 540275, 2011; in the data active = activation above about 80%; inconclusive = between about 30% and that limit; note: 0% is about no effect
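TRPV1-expressing cells were cultured overnight at 35.5C and loaded with Fluo-8 calcium dye for 40 to 90 min at room temperature. After a 10 s baseline, compound was added and calcium influx was read kinetically for 3 min (ex 480/em 520 nm).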
FBPA coupling cs: qHTS Assay for Inhibitors of Fructose-1,6-bisphosphate Aldolase from Giardia Lamblia: Coupling assay counterscreen. AID 2472, 2010. activity change, negative = inhibition, % at 58.2 µM, hits read low. coupling enzyme system counterscreen, AmpLite Red fluorescence. 0.67% of 290,000 active; in the data active = activity change below about -30%; note: % is set by controls: 0 for no effect and ±100 for the full control effect
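Fluorescence at 525 nm excitation and 598 nm emission measured inhibition of the coupled detection system without aldolase. Compounds (at 57.5 uM final) were preincubated 10 min at room temperature with coupling enzyme reagent before a 20 min substrate/AmpLite Red step.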
USP2a inh: qHTS Assay for Inhibitors of Ubiquitin-specific Protease USP2a Using CHOP2 as the Reporter | USP2 core, Ub-CHOP2 coupled fluorogenic reporter, 485/531 | Ubiquitin carboxyl-terminal hydrolase 2 (Homo sapiens), O75604 | Potency, µM (titrated, usually from 38.3 µM), without a hit: at the top dose activity change, negative = inhibition, hits mostly inhibitors | 0.01% of 330,000 active | AID 463254, 2010;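 note: potency is the fitted concentration of half-maximal effect; plate controls were DMSO wells for no effect and full inhibition by NEM control for full effect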
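Deubiquitinase activity read as fluorescence (485/531 nm) after Ub-CHOP2 cleavage activates the enterokinase reporter on its substrate; USP2 core 10nM, Ub-CHOP2 and substrate 25nM each, 30min compound preincubation then 60min RT; data normalized to NEM, curves fitted.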
KCNH2 3.1 block: qHTS for Inhibitors of KCHN2 3.1: Mutant qHTS | Potassium voltage-gated channel subfamily H member 2, brain isoform KCNH2 3.1 (human) | 0.95% of 340,000 active | U2OS KCNH2 3.1, thallium flux FluxOr; stronger effect = lower value | activity change, % (tested at about 1.8 µM);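 active = maximum activity change below -70%; inconclusive = maximum activity change from -70% to -50%; inactive = maximum activity change above -50%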;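 note: thallium influx rate constant from kinetic fluorescence after stimulation buffer; % is set by controls: 0 for no effect and ±100 for the full control effect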
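Normalized rate constant (relative to positive and negative DMSO controls) derived from a 2 min kinetic fluorescence read after stimulation; U2OS cells expressing the 3.1 isoform via virus at 1.77 x 10^8 /mL.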
* = called active by the depositor; ? = inconclusive; nt = no result given; [ ] = another dose, or the depositor's remark. Unless noted, calls come from the whole dose curve; as a rule, active = well fitted curve in the direction sought with a large enough effect; inconclusive = small, poorly fitted or top-dose-only effect, or another doubt; inactive = no such curve, though single readings can be large; an effect the other way counts as inactive or inconclusive. A portion of the library, so the mix of outcomes need not match the whole.

SMILES	B2AR arrestin	Giardia kill	CXXC DNA block	Menin MLL FP TR	PKM2 act	GALK inh	KCNH2 WT inh	TRPV1 agonist	FBPA coupling cs	USP2a inh	KCNH2 3.1 block
CN(CC(=O)Nc1cccc(F)c1)C(=O)c1cc(S(=O)(=O)N(C)C)ccc1N1CCCC1	-1.0%	-9	24%	nt	-1%	3%	0	3	nt	4%	-10
O=C(NCCC1CCCCN1S(=O)(=O)c1cccs1)C(=O)Nc1ccccc1 (stereo not given)	0.3%	3	nt	nt	nt	nt	42	13	nt	-1%	-5
CCOC(=O)Cc1csc(NC(=O)CSc2nnc(C(C)C)n2C)n1	0.5%	-18	1%	-2%	-15%	3%	4	2	1	2%	-23
COC(=O)CN1C(=O)[C@H]2[C@@H](c3ccc(C)o3)N3C(=O)CN(CCO)C(=O)[C@@]3(Cc3ccccc3)[C@H]2C1=O	0.1%	-19	2%	5%	-2%	nt	-7	-5	-1	2%	-33
Cc1ccccc1OCC(=O)NNC(=O)c1ccc2c(=O)n3c(nc2c1)CCC3	0.1%	2	nt	nt	nt	nt	-7	0	nt	-1%	0
O=S(=O)(c1ccc(F)c(F)c1)N1CCCc2ccccc21	-0.1%	-11	?	-5%	nt	-3%	10	-2	-5	0%	-7
CC(C)(C)NS(=O)(=O)c1ccc(NS(C)(=O)=O)cc1	-0.1%	-3	-5%	-4%	13%	0%	-17	-6	0	4%	5
CC(C)Cn1c(=S)[nH]c2cc(C(=O)O)ccc2c1=O	-0.2%	3	35%[activator]	1%	-2%	-2%	-16	4	23	7%	6
O=C(NCc1ccccn1)C(=O)NCC1OCCCN1S(=O)(=O)c1ccc(F)cc1 (stereo not given)	-0.2%	-23	5%	nt	0%	-1%	4	3	nt	1%	-5
CCOC(=O)C1=C(C)N(C[C@@H]2CC[C@@H](Cc3ccc(-c4ccccc4)cc3)O2)C(=O)NC1c1cccc2ccccc12 (stereo not given in full)	0.0%	-9	nt	nt	nt	nt	2	nt	nt	-3%	8
O=C(CCc1nc2ccccc2c(=O)[nH]1)Nc1nnc(SCc2ccc(Cl)cc2)s1	0.3%	17	nt	nt	nt	nt	-6	-2	nt	5%	-16
Cc1ccccc1NC(=O)CNC(=O)Cc1cccc2ccccc12	2.9%	-22	nt	nt	nt	nt	2	-1	nt	-3%	1
Cc1ccc2nc(NC(=O)CSCC(=O)Nc3cc(C)on3)sc2c1	-0.1%	-10	nt	nt	nt	nt	-1	13	nt	-1%	5
COc1cc(Nc2nc(SCC#N)nc3ccccc23)cc(OC)c1OC	-0.9%	-5	8%	-9%	-1%	-2%	-8	-1	3	1%	-8
CCCCSC(=S)N(C)C1CCS(=O)(=O)C1 (stereo not given)	-0.3%	5	1%	-2%	-2%	2%	-16	-2	-2	1%	-1
O=C1CCC(C(=O)NCCN2C(=O)S/C(=C\c3cccnc3)C2=O)=NN1	0.2%	4	-6%	10%	nt	10%	-3	0	2	2%	1
CCn1cnc2sc(C(=O)Nc3ccccc3OC)c(C)c2c1=O	3.7%	10	5%	nt	-2%	1%	-8	9	0	9%	-6
CCCCOc1ncnc2c1[nH]c1ccc(OCC)cc12	-0.4%	6	5%	8%	-3%	-2%	3	15	2	-1%	3
O=C1C(Cc2ccccc2)Nc2ncnc(N3CCCCC3)c2N1Cc1ccc(Cl)cc1 (stereo not given)	0.7%	0	nt	nt	nt	nt	-6	?	nt	3%	19
OCc1nc2ccccc2n1CCc1ccccc1	-0.3%	-26	-7%	0%	0%	6%	-15	11	2	-2%	-2
CC(=O)c1ccc(OCc2cc(C(=O)N3CCN(c4ccccc4)CC3C)no2)cc1 (stereo not given)	3.2%	23	6%	-9%	nt	-2%	-2	14	-4	1%	-14
CC(Sc1nc2ccccc2[nH]1)C(=O)Nc1ccccc1F (stereo not given)	0.1%	7	-1%	32%[activator]	-26%	-1%	-2	?	0	3%	-18
CC[C@]12c3[nH]c4ccccc4c3CCN1C(=O)C(CC(=O)NCCCN(C)C)C[C@@H]2C(=O)N1CCN(C(=O)c2ccco2)CC1 (stereo not given in full)	-0.8%	-6	nt	nt	nt	nt	-3	nt	nt	-1%	8
O=C(CN1CCCCC1)Nc1ccccc1Cl	-0.1%	3	3%	3%	0%	7%	5	10	1	-1%	1
O=C(ON=C1CCN(S(=O)(=O)c2ccccc2)CC1)c1ccc(F)cc1	-0.1%	12	-1%	-7%	-2%	-3%	2	21	-3	1%	-12
Cc1cccc(NS(=O)(=O)c2ccc(-n3cccn3)cc2)c1C	-0.3%	-18	2%	nt	nt	7%	-5	8	nt	3%	17
CCOC(=O)/C(=N\Nc1cc(Cl)ccc1Cl)N1CCN(C)CC1	0.2%	-14	8%	-24%	7%	-2%	2	-3	-1	-2%	-10
CCCN1C(=O)C2(C(C(=O)c3ccc(C)o3)=C(O)C(=O)N2CCCN2CCOCC2)c2ccccc21 (stereo not given)	-1.1%	-9	3%	8%	-10%	0%	3	-1	-2	2%	-5
NC(=S)N/N=C1\CC(n2nnnc2-c2ccccc2)C2COC1O2 (stereo not given)	-0.1%	16	-11%	nt	0%	6%	10	2	-1	0%	-7
Cc1cc(N2CC(C(=O)NCc3cccnc3)CC2=O)ccc1C(C)C (stereo not given)	-0.1%	-11	-5%	nt	-1%	0%	4	?	0	1%	4
Fc1ccccc1N1CCN(c2nnnn2-c2ccccc2)CC1	0.1%	14	2%	-2%	nt	1%	nt	?	0	1%	-1
CCc1cc2c(=O)c(-c3nc4ccccc4n3C)c(C)oc2cc1OC(C)=O	0.2%	-26	12%	6%	2%	nt	4	-1	3	0%	7
CCCn1nc(C(=O)NCc2ccc3c(c2)OCO3)c2ccccc2c1=O	-0.1%	10	9%	-4%	1%	-1%	3	7	0	0%	-11
CCN1CCN(c2nc3c(C)cccn3c(=O)c2/C=C(\C#N)C(=O)NCCCOC)CC1	-1.0%	1	32%[activator]	-4%	nt	nt	2	1	0	3%	-3
COc1ccc(CC(=O)NNC(=O)CN(C)S(=O)(=O)c2ccc(Cl)cc2)cc1OC	0.0%	8	nt	nt	nt	nt	-5	-8	nt	0%	22
C=CCn1c(SCC(=O)c2cc(C)n(Cc3cccs3)c2C)nnc1-c1ccncc1	0.1%	-1	-9%	5%	-4%	-5%	-10	1	0	0%	10
O=C1CC2(CCN(C(=O)COc3ccc(Cl)cc3)CC2)Oc2ccccc21	-1.0%	3	nt	nt	nt	nt	-47	-1	nt	0%	-86*
Cc1ccc(S(=O)(=O)NCc2ccccn2)c(C)c1C	0.1%	8	3%	-16%	-1%	3%	-3	3	0	-1%	2
CC(c1ccccc1)N(CCC(c1ccccc1)C1CCOC(C)(C)C1)C(=O)c1ccco1 (stereo not given)	-0.1%	-7	-4%	-22%	-16%	0%	2	?	2	2%	7
Cc1ccc(NC(=O)CCN2C(=O)c3cccc([N+](=O)[O-])c3C2=O)c(Br)c1	0.4%	-10	1%	0%	-4%	2%	32	-4	0	-1%	4
CC1CCN(c2ccc(C(=O)O)cc2N)CC1	-0.3%	22	-3%	0%	5%	5%	22	2	5	2%	7
CCOC(=O)/C=C1\SCC(=O)N1CC(=O)NC1CCCCC1	0.0%	15	1%	1%	19%	1%	-21	-1	4	0%	6
CCOc1ccccc1-n1nnnc1SCC(=O)OC	0.3%	11	1%	14%	5%	1%	-8	0	0	6%	2
C=CCNC(=S)NC(=O)c1oc2ccccc2c1C	0.3%	7	-1%	0%	4%	1%	-3	2	6	1%	-5
CC1CN(/C=C/C(=O)C(F)(F)F)CC(C)O1 (stereo not given)	-0.4%	0	9%	-1%	-14%	-3%	1	-1	-1	-1%	-15
COc1ccc2[nH]c(=O)c(CN(c3ccccc3)S(=O)(=O)c3ccccc3)cc2c1	0.0%	-18	-1%	nt	-4%	-2%	2	?	nt	1%	6
